# CHO-K1 Ca antag – counter-screen for M1 antagonists: effect in parental CHO-K1 cells; AID 602250; ATP-induced calcium, Fluo-8 fluorescence; inhibition, % at 3 µM; actives 0.6% (n = 360,000);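 active means inhibition above a per-plate cutoff, the plate's mean sample inhibition plus 3 SD, cut at about 24% in these data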;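 further: 0% = DMSO plus EC80 ATP and 100% = DMSO alone without ATP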
# TAAR1 agonist – agonists of human TAAR1; actives 0.99% (n = 360,000); AID 624467; CHO RD-HGA16 TAAR1, Fluo-8 calcium fluorescence; vehicle wells 0%, saturating PEA agonist 100%; activation, % at 3 µM;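 active means activation above the mean activation of all test compounds in the run plus 3 SD, cut at about 38% in these data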
# Target sequence (Q96RJ0 whole entry, looked up): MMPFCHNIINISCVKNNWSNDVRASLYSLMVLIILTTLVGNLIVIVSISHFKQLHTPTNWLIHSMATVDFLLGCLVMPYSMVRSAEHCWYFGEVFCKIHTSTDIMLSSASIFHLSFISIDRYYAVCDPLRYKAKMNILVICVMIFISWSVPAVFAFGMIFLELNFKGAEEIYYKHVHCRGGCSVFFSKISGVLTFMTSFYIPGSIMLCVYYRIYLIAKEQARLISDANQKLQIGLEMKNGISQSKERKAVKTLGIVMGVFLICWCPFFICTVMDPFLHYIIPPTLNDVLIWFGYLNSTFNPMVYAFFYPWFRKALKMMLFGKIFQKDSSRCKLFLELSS
#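 Signal – calcium-sensitive Fluo-8 signal, excitation 470-495, emission 515-575 nm · System – RD-HGA16 (CHO) cells co-expressing Gα16 and hTAAR1 · Incubation – 17-24 h seeding, 75 min 37 °C dye, 30 min RT · Compound dosing – 3 µM single concentration · Repeats – no replicates (n 1)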
# CHRM1 agonist – activates human CHRM1 receptor; actives 0.33% (n = 360,000); AID 588814; activation, % at 3 µM; CHO-K1 hM1, Fluo-8 calcium fluorescence, agonist mode; 0% DMSO, 100% acetylcholine EC100; P11229;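 active means activation above the run's mean compound activation plus 3 SD, cut at about 16% in these data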;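 further: peak over basal fluorescence ratio within a 140 s kinetic read after compound addition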
# M1 ag parental – M1 agonist counterscreen hit in parental CHO-K1 cells; Fluo-8 calcium fluorescence; scaled to maximal ATP response, vehicle zero; activation, % at 3 µM; actives 0.48% (n = 360,000); AID 602248; in the data active means activation above about 15%;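 further: untransfected CHO-K1 host cells lacking M1 receptor as counterscreen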
# OXTR potentiate – potentiates the human oxytocin receptor response; P30559; CHO-OTR cells, Fluo-8 calcium fluorescence, potentiator mode; 0% = oxytocin EC15, 100% = EC100; activation, % at 3 µM; actives 0.061% (n = 320,000); AID 2445;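 active means activation above that plate's cutoff, the mean activation of tested compounds plus 3 SD, cut at about 6.6% in these data, passing the limit was not always enough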;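 further: 100% uses oxytocin at 75 nM as the full agonist control; some results filed as inactive read as strong as hits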
# Target sequence (P30559 whole entry, looked up): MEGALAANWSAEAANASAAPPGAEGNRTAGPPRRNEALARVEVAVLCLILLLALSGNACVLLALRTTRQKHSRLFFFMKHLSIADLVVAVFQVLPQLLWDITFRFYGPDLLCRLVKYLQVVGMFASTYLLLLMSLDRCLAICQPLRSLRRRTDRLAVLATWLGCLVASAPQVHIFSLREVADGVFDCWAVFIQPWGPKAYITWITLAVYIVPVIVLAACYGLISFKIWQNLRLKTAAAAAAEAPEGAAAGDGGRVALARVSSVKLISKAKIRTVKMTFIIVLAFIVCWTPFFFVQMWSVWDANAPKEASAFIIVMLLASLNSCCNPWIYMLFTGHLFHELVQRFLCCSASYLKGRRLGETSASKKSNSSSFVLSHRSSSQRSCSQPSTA
#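 Assay system: CHO cell line stably expressing human OTR | Also added: Oxytocin at about EC15, sub-maximal agonist stimulus | Times: Compound 6 min at room temperature before oxytocin, 100 s read | Measured by: Fluo-8 intracellular calcium fluorescence, ex 470-495, em 515-575 nm | Controls: EC15 oxytocin alone as 0%, 75 nM oxytocin as 100%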
# CHRM1 antagonist – blocks human M1 muscarinic receptor; P11229; CHO-K1 hM1, Fluo-8 calcium fluorescence, ACh EC80 antagonist; inhibition, % at 3 µM; actives 1.3% (n = 360,000); AID 588852;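 active means percent inhibition above its own plate's cutoff, namely the mean of that plate's compound wells plus 3 SD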;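 further: peak over basal fluorescence ratio during 140 s after agonist addition; 0% = ACh EC80 plus DMSO and 100% = DMSO alone without agonist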
# M1 PAM parental – nonselective activator or artifact in parental CHO-K1 calcium assay; ATP EC20, Fluo-8 calcium fluorescence; 0% at ATP EC20, 100% at ATP max; activation, % at 3 µM; actives 0.02% (n = 360,000);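 active means activation above the run cutoff, the mean activation of all test compounds plus 3 SD, cut at about 40% in these data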;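 further: peak over basal fluorescence ratio in a 140 s read after ATP addition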
# TAAR1 antagonist – antagonists of human TAAR1 | actives 1.5% (n = 360,000) | AID 624466 | inhibition, % at 3 µM | Q96RJ0 | CHO RD-HGA16 TAAR1, Fluo-8 calcium fluorescence, antagonist;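 active means inhibition above a per-plate cutoff, the mean inhibition of test compounds on that plate plus 3 SD, cut at about 49% in these data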;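 further: 0% = DMSO plus EC80 beta-PEA response and 100% = DMSO alone without agonist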
#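 Test system – hTAAR1-expressing CHO RD-HGA16 cells, Gα16-coupled · Reagent – β-PEA at EC80 concentration, post-compound challenge · Compound dosing – 3 µM, single point · Timing – 140 s kinetic read after compound, 140 s after agonist · Detection – Fluo-8 intracellular calcium dye fluorescence, real-time kinetic reads · Control set – DMSO and EC80 PEA controls · Repeats – n of 1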
# CHO parental Ca – counter-screen: ATP calcium response change in parental CHO cells; parental CHO-K1, ATP-induced calcium, Fluo-8 fluorescence; inhibition, % at 5.6 µM; actives 0.63% (n = 330,000);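 active means inhibition above that plate's mean sample inhibition plus 3 SD, cut at about 26% in these data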;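 further: 0% = ATP-challenged DMSO wells and 100% = DMSO wells without ATP; some compounds past the cut are filed as inactive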
#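 Test system: untransfected parental CHO cell line. Compound: one dose, 5.6 µM nominal. Detection: intracellular calcium via Fluo-8 no-wash fluorescent dye. Measure: % inhibition. Benchmarks: ATP-challenged DMSO wells low, unchallenged DMSO wells high.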
# * = called active by the depositor; nt = not tested or not shown; & = joins results of further samples. Hits appear at their usual frequency (roughly 4.2% active in at least one column).
SMILES,CHO-K1 Ca antag,TAAR1 agonist,CHRM1 agonist,M1 ag parental,OXTR potentiate,CHRM1 antagonist,M1 PAM parental,TAAR1 antagonist,CHO parental Ca
COc1ccc(CNC(=O)Cn2cc([N+](=O)[O-])cn2)cc1,57*,1,-2,-1.2,0,-8,-16,-25,-4
O=C(CC1SC(N2CCCC2)=NC1=O)Nc1ccc(C(=O)NCc2ccc(F)cc2)cc1 (configuration not stated),-6,2,-1,0.2,nt,-9,5,7,nt
O=C(Nc1cc(S(=O)(=O)N2CCCCC2)ccc1Oc1ccccc1)C1=COCCO1,1,0,-3,-0.3,-16,-3,-8,-8,-2
CN(C)/N=C1\C(=O)N(CN2CCN(c3ccccc3)CC2)c2ccccc21,-22,15,-6,0.2,-3,-8,-6,-16,3
CN(C)CCC(C(=O)c1ccccc1)c1ccccn1 (configuration not stated),10,nt,-8,3.6,nt,-3,-10,nt,nt
CC(C)COC(=O)N1CCCCC1c1cc(C(=O)NCc2ccc(F)cc2)no1 (configuration not stated),-6,0,-6,3.1,nt,-5,19,-3,nt
Cc1ccc(S(=O)(=O)N2CCOCC2)cc1NC(=O)CNCc1ccccn1,-16,0,-2,1.2,-7,-19,11,-5,3
COC(=O)C(C)NC(=S)N1CCN(c2c(F)cc3c(=O)c(C(=O)O)cn(C4CC4)c3c2OC)CC1C (configuration not stated),-6,4,-4,0.1,-18,-6,4,-20,-15
CC1CCN(C(=O)Cn2c(=O)n(Cc3ccco3)c(=O)c3sccc32)CC1,-7,0,-3,-0.8,-3,-11,-3,-13,-5
CCOC(=O)c1cnn(-c2ccc(C(C)C)cc2)c1NC(=O)C1CCC1,-2,5,-4,0.7,-3,-1,8,13,-9
O=C(CN1C(=O)c2ccccc2S1(=O)=O)NC1CCCCC1,-15,4,2,0.7,-7,-9,-2,-25,-4
COc1cc(OC)cc(-c2cc3nc(C)c(CCC(=O)NC(C)CCc4ccco4)c(C)n3n2)c1 (configuration not stated),-3,-1,-5,0.9,-2,-4,13,3,-2
Cc1ccc(C(=O)NNC(=O)c2ccc(-n3cncn3)c([N+](=O)[O-])c2)cc1,5,0,0,0.1,-11,-14,0,4,3
Cc1noc(C)c1-c1nnc(-c2ccc(C(F)(F)F)cc2)o1,-5,3,-1,-0.3,0,-20,2,-22,-14
CSc1nsc(/C=C/Nc2ccc(Cl)cc2)c1C#N,3,1,-3,0.6,-5,6,0,19,-1
CCc1ccc([C@@H]2CC(=O)[C@@H]3CN(S(=O)(=O)c4ccccc4)[C@H](c4ccc(OC)cc4)C[C@@H]3N2S(=O)(=O)c2ccc(C)cc2)cc1,22,1,-2,0.3,nt,-5,2,-20,nt
CCCn1c(C)cc(/C=C(\C#N)C(=O)OCC(=O)Nc2cccc(OC)c2)c1C,2,-1,-7,0.1,-13,-2,0,7,-18
Cc1nnc(NC(=O)NC(C)N2C(=O)C3C4C=CC(C4)C3C2=O)s1 (configuration not stated),-8&-4,4&9,-3&-3,0.1&0.1,-1,-7&-14,9&16,-15&22,4
Cc1ccc(S(=O)(=O)NNC(=O)C(=O)NNc2ccccn2)cc1,-8,10,-2,0.3,-3,-8,14,-12,-19
O=C(COC(=O)c1ccc(Cl)nc1)c1ccc2c(c1)OCCO2,-11,5,-3,1.6,-13,-16,15,14,-1

# Reformatted tab-delimited: part of the list above.
compound	CHO-K1 Ca antag	TAAR1 agonist	CHRM1 agonist	M1 ag parental	OXTR potentiate	CHRM1 antagonist	M1 PAM parental	TAAR1 antagonist	CHO parental Ca
COc1ccc(CNC(=O)Cn2cc([N+](=O)[O-])cn2)cc1	57*	1	-2	-1.2	0	-8	-16	-25	-4
O=C(CC1SC(N2CCCC2)=NC1=O)Nc1ccc(C(=O)NCc2ccc(F)cc2)cc1 (configuration not stated)	-6	2	-1	0.2	nt	-9	5	7	nt

# (further entries)
SMILES,CHO-K1 Ca antag,TAAR1 agonist,CHRM1 agonist,M1 ag parental,OXTR potentiate,CHRM1 antagonist,M1 PAM parental,TAAR1 antagonist,CHO parental Ca
O=C(Nc1nc2ccccc2[nH]1)c1ccccc1F,-9,8,-4,3.8,-8,2,26,13,-10
FC(F)(F)c1ccc(/C=N/n2c(COc3ccccc3)n[nH]c2=S)cc1,4,-3,-5,0.1,-7,-18,-2,-1,0
O=C(CCCn1c(=O)c2ccccc2n(Cc2cccc(F)c2)c1=O)NC1CCN(Cc2ccccc2)CC1,nt,0,nt,nt,-2,nt,nt,-18,-28
COc1ccc(CCNC(=O)COC(=O)c2ccc[nH]c2=O)cc1,-8,8,-2,-0.1,-1,-8,17,5,-5
CC(C)(C)C1COc2ccccc2N1C(=O)c1cccc(Cl)c1 (configuration not stated),-13,1,-2,1.3,-15,-1,8,-24,-16
NC(=O)CC(NC(=O)Cc1ccc(Cl)cc1)c1ccc(N2CCN(c3ccccn3)CC2)c([N+](=O)[O-])c1 (configuration not stated),-8,2,-1,0.5,3,-3,0,-8,-11
COc1cc(C(N)=O)cc(Br)c1OC,-8,-2,-3,0.3,-4,-14,24,-21,-10
COc1ccccc1OCC(=O)N(Cc1nc(-c2ccccc2)no1)C(C)C,-9,0,-4,0.8,-6,-14,13,-9,-8
CC(OC(=O)c1ccc(NS(=O)(=O)c2ccc3[nH]c(=O)[nH]c3c2)cc1)C(N)=O (configuration not stated),-12,1,-2,0.5,0,-11,0,-6,-9
CCOc1ccccc1NS(=O)(=O)c1ccc(Br)s1,-4,1,-8,13,-11,3,9,-13,-14
Cn1nc(C(C)(C)C)cc1N1C(=O)CCC1(C)C(=O)NC1CCCC1 (configuration not stated),9,1,-2,1.0,nt,-6,14,0,nt
Cc1ccc2nc(-c3cccc(S(=O)(=O)N(C)C)c3)cn2c1,-6,-1,-6,-0.3,-3,-9,16,-8,-20
Cc1ccc(CN(C)C(=O)COc2ccc(S(=O)(=O)N3CCCC3)cc2[N+](=O)[O-])c(C)c1,-12,0,-5,1.6,-9,-2,4,11,-22
COc1ccc(C2c3ccc4ccccc4c3Oc3ncn4nc(Cc5ccccc5)nc4c32)cc1OC (configuration not stated),-14,2,-3,1.1,-2,-11,20,-15,-21
CCn1c(SCC(=O)Nc2nccs2)nnc1-c1ccc(S(=O)(=O)N2CCCCCC2)cc1,-1,19,3,6.7,-14,17,11,44,0
CN1C(=O)C(O)(CC(=O)c2ccc3c(c2)OCO3)c2ccccc21 (configuration not stated),-5,8,-5,0.1,0,-8,10,-24,4
COc1ccc(CN2C(=O)C(CC(=O)NCCCN(C)C)CC(C(=O)N3CCCCCC3)=C2C)cc1 (configuration not stated),-23,0,nt,0.7,nt,nt,-1,-7,nt
Cn1nccc1CNC(=O)c1ccnn1C,-9,1,-5,1.1,-4,-16,27,1,8
O=C(Cc1ccc(F)cc1)N/N=C/c1ccccn1,-5,8,-8,0.9,-8,-6,26,-17,-10
CC(C)NC(=O)c1ccc(-c2ccccc2C(F)(F)F)o1,-22,27,-3,0.3,-4,3,22,-3,-6
O=S1(=O)CCN(Cc2ccc(F)cc2)CC1,-27,9,-2,0.6,-7,-8,17,22,-15
COc1ccc(-c2cc(C(=O)NCc3ccccc3)no2)cc1OC,-20,13,-2,-0.1,1,0,18,2,-26
CN(C)c1ccc(C=C2C=CC=C2)cc1,-12,-1,1,0.8,nt,-19,12,19,nt
CCSc1ccc(/C(N)=N/OC(=O)c2cccs2)cn1,4,2,-1,0.8,-6,22,-24,-12,-2
CC(C)c1ccc(/C=C2\SC(N3CCCC3)=NC2=O)cc1,-16,-2,-8,0.5,5,-8,14,-28,-6
CCNC(=O)CN(c1ccc(C)cc1)S(=O)(=O)c1ccccc1,-10,1,1,-0.1,-9,-12,16,-9,-15
CCC(C)c1ccc(NC(=O)COC(=O)CCNS(=O)(=O)c2cccs2)cc1 (configuration not stated),-16,0,-3,5.5,-9,3,5,26,-8
Cc1ccc(OCc2cc(C(=O)N(C)CCc3ccccn3)no2)cc1C,-13,2,-2,4.2,-10,7,4,-6,-18
C=CCN1c2ccccc2Sc2cnccc21,0,9,0,1.0,nt,-9,6,-14,nt
COc1ccc2c(c1)Cc1sc(NC(C)=O)nc1-2,23,2,-4,-0.8,2,-3,9,4,-16
CCN(C(=O)COc1ccccc1[N+](=O)[O-])C1CCS(=O)(=O)C1 (configuration not stated),-14,5,-4,0.6,-2,-13,26,7,-1
Cc1cc(C)n2nc(N)c(N=Nc3ccc4c(c3)OCO4)c2n1,-3,0,-4,0.1,-6,-8,13,20,-4
Nc1cccc(C(=O)NCCNC(=O)c2cccc(N)c2)c1,-6,4,-2,0.5,3,-5,15,-2,-1
O=C(NN=CC=Cc1ccccc1)C(O)C(O)C(=O)NN=CC=Cc1ccccc1 (configuration not stated),-11,3,4,0.8,nt,-12,13,-31,nt
C=CCn1c(SCC(=O)Nc2ccc(NC(C)=O)cc2)nc2sc(C)c(C)c2c1=O,0,-3,-2,0.3,-8,-6,11,-2,-23
CCOC(=O)C1=C(CC)Nc2ccccc2N/C1=N\S(=O)(=O)c1ccccc1F,-9,1,-6,-0.4,-1,25,-17,5,-10
COc1ccc(NC(=O)CN2CCC(C(N)=O)(N3CCCCC3)CC2)cc1,-9,2,-7,0.5,2,-3,23,6,-6
COC(=O)C1C(=O)OC(C)(C)C1C(C)C(=O)c1ccccc1 (configuration not stated),4,5,-6,0.2,0,-6,-5,-15,-5
O=C(Nc1ccc(Cl)cc1)c1csc(COCCO)n1,-6,1,1,2.7,nt,-14,-6,-3,nt
CN(CCOc1ccc(Cl)cc1)Cc1cccc(S(=O)(=O)N(C)C)c1,-8,2,32*,8.8,-8,16,10,-7,-3
COc1ccccc1/C=C1/C(=O)N(c2ccc([N+](=O)[O-])cc2)N=C1C,7,0,-2,0.0,-9,-5,13,-16,-2
CC1(C)CC(=O)c2cnc(N)nc2C1,-5,2,-3,0.1,-13,-8,0,-6,-14
CCn1c(SCC(=O)c2ccc(Cl)cc2)nnc1-c1cccs1,-15,15,-4,1.7,-14,-2,15,-6,-3
CCCC(=O)Nc1nc2c(c(=O)[nH]1)CCCC2,-6,10,-2,0.3,-6,-22,8,-3,-1
O=C(Nc1ccnn1C1CCN(Cc2cc(Cl)ccc2O)CC1)C1CC1,-15,3,-1,5.7,-9,-1,14,1,-24
CCNc1nc(NCC)nc(C(=O)NN)n1,0,3,-3,0.4,4,-7,13,-13,-8
CC(C)NC(=O)C1CCN(C(=O)c2ccc(-c3ccccc3)cc2)CC1,-11,5,0,0.1,-12,-15,11,3,-15

# Screening results as filed in PubChem BioAssay.
